Screening data (PubChem BioAssay)
CRFBP-R2 agonist – agonists of CRF-BP/CRF-R2 complex, primary screen, cell-based, HEK293, calcium dye fluorescence, uHTS. activation, % at 13.2 µM. AID 588473, 2011. calcium dye fluorescence (FLIPR); percent of saturating CRF peptide response. 350,000 tested, 0.46% active. CRF-binding protein / CRF receptor 2 complex (human);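 active means activation of at least 50%, plus an integration ratio under a set limit after plate pattern correction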;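 further: plate controls were neutral control wells without compound for no effect and CRF at EC100 for full effect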
MEKK3 PB1 HTS – modulators of MEKK3-MEK5 PB1 binding, primary screen, biochemical, wildtype MEKK3, multiplex bead flow cytometry, Alexa488-MEK5; bead-based flow cytometry, Alexa488-MEK5 binding to MEKK3; actives lie on both sides; 0 = blocked by unlabeled MEK5, 100 = vehicle; Mitogen-activated protein kinase kinase kinase 3 (Homo sapiens), Q99759; AID 1529, 2009; binding response (% of control), % at 10 µM; 290,000 tested, 1.4% active;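 active means binding response more than 3 SD above or below the average of its plate-row segment, actives on both sides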;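 further: Alexa488 bead fluorescence after subtracting the streptavidin-only scavenger bead signal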
Target sequence (Q99759 whole entry, looked up): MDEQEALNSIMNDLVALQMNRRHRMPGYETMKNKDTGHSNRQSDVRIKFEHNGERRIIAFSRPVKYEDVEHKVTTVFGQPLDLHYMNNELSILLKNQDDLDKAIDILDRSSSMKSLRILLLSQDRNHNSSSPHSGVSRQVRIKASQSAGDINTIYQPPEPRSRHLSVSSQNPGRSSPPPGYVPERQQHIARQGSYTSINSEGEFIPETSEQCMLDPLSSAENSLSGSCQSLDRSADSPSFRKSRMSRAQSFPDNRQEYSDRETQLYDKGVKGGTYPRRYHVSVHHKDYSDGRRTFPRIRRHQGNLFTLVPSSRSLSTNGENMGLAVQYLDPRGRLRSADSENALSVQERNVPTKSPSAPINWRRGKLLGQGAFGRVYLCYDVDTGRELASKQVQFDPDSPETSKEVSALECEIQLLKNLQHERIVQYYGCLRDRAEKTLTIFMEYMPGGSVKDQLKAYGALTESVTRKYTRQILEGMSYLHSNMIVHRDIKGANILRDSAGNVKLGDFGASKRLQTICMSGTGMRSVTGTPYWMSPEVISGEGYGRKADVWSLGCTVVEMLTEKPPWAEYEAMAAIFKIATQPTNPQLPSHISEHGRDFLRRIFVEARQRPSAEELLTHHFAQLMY
HCV NS3 hel inh – inhibitors of HCV NS3 helicase, primary screen, biochemical, Cy5 molecular beacon fluorescence; Hepatitis C virus NS3 helicase; inhibition, % at 10.9 µM; 290,000 tested, 0.56% active; AID 1800, 2009; NS3 helicase DNA unwinding;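 active means inhibition above the mean of all tested compounds plus 3 SD, set per campaign, cut at about 35% in these data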;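 further: 0% = DMSO wells and 100% = thioflavine S control wells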
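Material: hepatitis C virus NS3 helicase domain fragment enzyme; measured by: Cy5 fluorescence, 0 and 60 min reads; control set: DMSO and thioflavine S; incubation: 60 min unwinding reaction at 25 °C after ATP addition; read-out basis: % inhibition from 60/0 min fluorescence ratio, DMSO 0%, thioflavine S 100%; repeats: singlicate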
MEKK2mut PB1 HTS – MEK5 binding signal on mutant MEKK2 PB1, primary screen, biochemical, multiplex bead flow cytometry, Alexa488-MEK5; Alexa488-MEK5 binding to MEKK2 mutant; percent response, % at 10 µM; 290,000 tested, 0.35% active; AID 1530, 2009; in the data active means percent response above about 24%, passing the limit was not always enough; further: inactives centre near 1; some results filed as inactive read as strong as hits
FID counter – compounds displacing fluorescent DNA intercalator, primary screen, artefact control for HCV NS3 helicase inhibitor project, biochemical, FID fluorescence. inhibition, % at 7.9 µM. DNA fluorescent intercalator displacement. 290,000 tested, 0.17% active. AID 1845, 2009; in the data active means inhibition above about 37%;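 further: 0% = vehicle and 100% = reference compound; higher means more ethidium bromide displaced from hairpin DNA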
MEKK2wt PB1 HTS – modulators of MEK5 binding to wildtype MEKK2, primary screen, biochemical, multiplex bead flow cytometry, Alexa488-MEK5 | Alexa488-MEK5 binding to MEKK2 WT; actives lie on both sides | Mitogen-activated protein kinase kinase kinase 2 (Homo sapiens), Q9Y2U5 | AID 1531, 2009 | 290,000 tested, 1.1% active | binding response (% of control), % at 10 µM; in the data active means binding response below about 67% or above about 130%
GalR3 antagonist – GalR3 antagonists in HEK293 cells, primary screen, cell-based, fluorescence readout | Galanin receptor type 3 (Homo sapiens), O60755 | 360,000 tested, 0.44% active | HEK293 GalR3-CNG cAMP membrane potential fluorescence; galR3 body fused to GalR1 C-terminus | inhibition, % at 3 µM;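 active means inhibition above the screen-wide average plus 3 SD, cut at about 13% in these data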;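 further: forskolin and galanin both at EC90 stimulate the cells; cAMP rise reported by CNG channel membrane potential dye signal; 0% = forskolin plus galanin with DMSO and 100% = forskolin alone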
SUMO HTRF inh – inhibitors of in vitro SUMOylation cascade, primary screen, biochemical, HTRF, uHTS; HTRF SUMOylation assay, SAE1/SAE2 + UBC9; inhibition, % at 35 µM; 290,000 tested, 0.36% active; AID 2006, 2009; in the data active means inhibition above about 50%, passing the limit was not always enough; further: strong numbers were not always called active
Target sequence (P63279 whole entry, looked up): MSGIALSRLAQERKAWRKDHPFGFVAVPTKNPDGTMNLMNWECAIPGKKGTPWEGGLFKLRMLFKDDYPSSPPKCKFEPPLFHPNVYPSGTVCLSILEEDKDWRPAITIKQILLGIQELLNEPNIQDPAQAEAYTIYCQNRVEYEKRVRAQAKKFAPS
CRFBP-R2 block – antagonists of CRF-BP/CRF-R2 complex, primary screen, cell-based, HEK293, calcium dye fluorescence, uHTS. 350,000 tested, 0.59% active. inhibition, % at 11.8 µM. AID 588475, 2011. CRF-induced calcium fluorescence;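 active means inhibition of the ligand-induced calcium signal above about 50% at the single tested concentration, limit read from the data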
* hit, by the source's call; / = no result given; & = joins results of further samples. Some of the compounds tested; the hit share may differ from the screen's.

SMILES	CRFBP-R2 agonist	MEKK3 PB1 HTS	HCV NS3 hel inh	MEKK2mut PB1 HTS	FID counter	MEKK2wt PB1 HTS	GalR3 antagonist	SUMO HTRF inh	CRFBP-R2 block
COc1ccc(NC2CCCN(C(=O)CSc3ccccc3)C2)cc1 (stereo unspecified)	-0.9	99	-7	3	-28	101	-3	9	9
CCOCCCNC(=O)CC1Oc2ccc(C)cc2NC1=O (stereo unspecified)	-0.7	105	-5	6	2	109	0	3	6
Cc1cc(CNC(=O)COc2ccc(F)cc2)c2ccccc2n1	-1.6	100	-2	-1	-5	100	-3	0	9
COc1ccccc1Cn1c(-c2ccccc2OC)nc2ccccc21	0.6	118	8	5	-28	117	-7	-21	-4
CC(=O)c1c(C)[nH]c(C(=O)OC2CCCCC2=O)c1C (stereo unspecified)	-1.4	104	11	1	-3	106	2	10	12
NC(=O)c1ccc(NC(=O)COC(=O)c2ccc3c(c2)OCCO3)cc1	0.5	93	3	3	-4	91	-6	30	19
CCN1CCN(C(=O)CN(C)S(=O)(=O)c2ccc(OC)c(C)c2)CC1	2.2	102	-1	2	2	103	-4	14	1
CCN(CC)S(=O)(=O)c1ccc(N2CCOCC2)c(NC(=O)COc2ccccc2C#N)c1	11	71	0	-12	3	77	-3	-4	-6
CCOC(=O)c1cccc(NS(=O)(=O)c2ccc(NC(C)=O)cc2)c1	-2.3	99	-9	-3	-4	103	-6	19	5
CCOC(=O)N1CCC(NC(=O)CC2C(=O)NCCN2Cc2ccccc2F)CC1 (stereo unspecified)	-4.3	101	-4	2	-33	104	3	2	-13
O=C(Nc1ccc([N+](=O)[O-])cc1)N1CCN(C(=O)C2CCCO2)CC1 (stereo unspecified)	-0.3	101	3	4	-6	103	3	-4	8
CCC(=NCCc1ccccc1)C1=C(O)CCC1=O	0.9	101	4	4	-4	99	0	16	-7
O=C(CN(Cc1ccccc1)S(=O)(=O)c1ccccc1)N/N=C/c1ccccc1C(=O)O	1.2	96	7	-9	-33	85	-2	22	-18
CCC(=O)Nc1ncc2c(n1)CC(c1ccco1)CC2=O (stereo unspecified)	1.0	93	6	-2	5	94	-2	45	6
CCn1c(SCC(=O)N2CCCCC2)nc2c1c(=O)n(C)c(=O)n2C	-0.3	102	5	1	-15	100	-2	-1	4
O=C(CSc1nnc(-c2ccncc2)n1Cc1ccco1)Nc1ccccc1F	-0.1	105	7	12	-15	104	0	13	36
CCn1c2ccccc2n2c(=O)c(=O)n(CC(=O)Nc3ccc(C(C)C)cc3)nc12	-2.2	117	0	0	-6	98	0	13	-12
Cc1cc(S(=O)(=O)N2CCC(NC(=O)C34CC5CC(CC(C5)C3)C4)CC2)ccc1-n1cnnn1	0.7	107	-4	4	7	104	-4	-7	7
Cc1cc(N2CCCCC2)nc2ccccc12	-0.5	98	-4	-13	0	89	-5	7	0
O=[N+]([O-])c1ccc(-c2cnc[nH]2)cc1	-0.1	92	-3	-10	0	93	-3	21	0

Continued, overlapping the part above by 2 compounds.
SMILES	CRFBP-R2 agonist	MEKK3 PB1 HTS	HCV NS3 hel inh	MEKK2mut PB1 HTS	FID counter	MEKK2wt PB1 HTS	GalR3 antagonist	SUMO HTRF inh	CRFBP-R2 block
Cc1cc(N2CCCCC2)nc2ccccc12	-0.5	98	-4	-13	0	89	-5	7	0
O=[N+]([O-])c1ccc(-c2cnc[nH]2)cc1	-0.1	92	-3	-10	0	93	-3	21	0
O=C(COC(=O)c1ccncc1)Nc1cccc(Cl)c1	0.6	98	7	-2	3	96	5	18	-18
COc1ccc(CNC(=O)CC(NC(N)=O)c2ccccc2Cl)cc1OC (stereo unspecified)	0.8	97	11	4	-8	98	-8	4	4
O=C(NNS(=O)(=O)c1ccc(F)cc1)C1CCN(Cc2cccc(F)c2)CC1	-1.4	96	6	-1	3	98	-7	-5	-17
O=C(NC1CCCCC1)C(c1ccccc1)N(Cc1ccc2c(c1)OCO2)C(=O)c1cnsn1 (stereo unspecified)	2.8	103	-7	5	-1	101	-4	8	-28
O=C(CCNc1cccc(C(F)(F)F)c1)c1ccco1	0.4	103	13	1	-4	104	0	20	-8
COc1ccc(C(=O)NC2(C(F)(F)F)N=C3SCCN3C2=O)cc1 (stereo unspecified)	-1.6	89	7	-8	-6	93	-7	25	8
O=C(CSc1nnc(NC(=O)c2ccco2)s1)Nc1ccccc1F	0.5	106	1	3	1	104	-4	0	-5
CCOC(=O)C1=C(O)/C(=C\c2cccs2)N=C1C	1.2	98	3	0	-2	100	-6	-25	2
CCc1cc(C(=O)c2ccc(C)cc2)c(NC(=O)CCl)s1	20	118	-6	3	-5	104	-6	-8	-53
COc1ccc(NC2=NCCC2)cc1	0.2	100	12	5	-2	100	-2	-10	-8
CC(C)CNC(=O)c1ccccc1NC(=O)c1ccc(CN2CCOCC2)cc1	-0.7	102	1	8	-10	102	0	9	-8
c1ccc(NCc2ccncc2)cc1	-2.2	106	2	12	-6	105	-7	9	23
COc1ccc(-c2cc(C#N)nc(N3CCN(C)CC3)n2)cc1	-1.4	94	-7	-3	6	101	4	10	-2
COc1ccccc1CNC(=O)Cc1ccc(Br)cc1	-1.9	117	-3	6	-14	110	-2	1	22
CN(C)c1ccc(SC#N)cc1	-1.7	100	-5	3	0	103	-5	0	3
O=C(O)/C(=C\c1ccccc1OC(F)F)c1ccc(-c2ccccc2)cc1	1.8	97	1	2	-22	96	2	29	9
CCOc1ccc(NC(=O)c2c(N)n(C)c(=O)[nH]c2=O)cc1	-0.9	98	/	0	/	101	0	/	3
CN(CC(=O)NCCCN1CCOCC1)S(=O)(=O)c1ccc(Br)cc1	-1.6	99	29	3	6	104	1	-4	3
Cc1cccc(CC(=O)c2c[nH]c3ccccc23)c1	-0.8	96	-9	-3	-3	98	0	-5	-1
Cc1ccc(O)c([C@H](CCN(C(C)C)C(C)C)c2ccccc2)c1	1.3&0.9	110&100	-22	8&6	13	114&108	-1&-3	-2	-61&-48
O=C(O)C1NCCc2ccccc21 (stereo unspecified)	-0.4	95	1	-7	0	93	0	-14	1
Cc1c(Cc2c(Cl)cccc2Cl)c(=O)ccn1C(C)c1ccccc1 (stereo unspecified)	1.6	98	-2	8	-30	102	-8	1	3
Cc1ccc(NC(=O)c2sc3nc(C)nc(N4CCN(c5ccccn5)CC4)c3c2C)c(C)c1	-3.1	61	1	-32	-7	56	-6	-7	12
CCOc1ccc(S(=O)(=O)NCCCN2CCOCC2)cc1	-1.5	92	3	-5	6	93	-4	-1	8
Cc1ccc(C)c(NC(=S)N2CCN(c3cccc(C(F)(F)F)c3)CC2)c1	-1.3	104	-1	2	-2	104	-5	-8	14
COc1ccc(-c2nc(CSCC(=O)NCCC3=CCCCC3)c(C)o2)cc1OC	-0.9	99	5	1	-16	107	-1	2	1
Cc1cc(-c2nn(-c3ccccc3)cc2/C=C2\SC(N)=NC2=O)ccc1OC(C)C	3.0	103	2	-1	0	94	-2	-3	12
COc1ccc(C(c2sc3nc(C)nn3c2O)N2CCN(CCO)CC2)cc1OC (stereo unspecified)	1.1	103	-4	10	2	107	/	-3	6
CC(=O)N1c2ccc(S(=O)(=O)N3CCC(C(=O)NC4CCCCC4C)CC3)cc2CC1C (stereo unspecified)	1.2	100	0	4	-49	100	6	5	-12
COc1cccc(C(C(=O)NC(C)(C)C)N(C(=O)CCC(=O)Nc2cc(C)on2)c2ccc3c(c2)OCCO3)c1OC (stereo unspecified)	-0.9	102	-12	4	-49	100	-8	-5	3
Cc1c(Cl)cccc1N1CC(C(=O)Nc2nccs2)CC1=O (stereo unspecified)	-0.2	107	-1	7	-9	106	-2	-9	2
O=C1c2ccccc2-c2nc3ccccc3cc21	-0.7	100	-2	2	3	103	-9	15	-25
CCCCNC(=S)N1CCN(c2nc3ccccc3s2)CC1	-0.1	109	-10	1	-7	108	-9	9	-1
O=C(COC(=O)c1oc2ccccc2c1CSc1ccc(Cl)cc1)NC1CCCC1	1.1	112	22	3	-10	113	-1	-22	-6
CCC(=O)Nc1ccc(S(=O)(=O)N2CCc3ccccc32)cc1	-1.0	106	-1	14	-6	106	-8	2	-4
Cc1[nH]c(=O)c(C#N)c2c1CSC(C)(C)C2	1.2	94	6	-4	-6	97	-5	17	-4
COc1ccccc1NC(=O)c1ccc(NC(=O)CN2CCCC2)cc1	0.5	103	-7	-1	10	101	-5	9	2
COc1cc(/C=N/N2C(=O)C3C4C=CC(CC4)C3C2=O)ccc1O (stereo unspecified)	-0.7	103	18	9	2	106	-5	-8	1

Gathered by group: those above containing fluorine
SMILES	CRFBP-R2 agonist	MEKK3 PB1 HTS	HCV NS3 hel inh	MEKK2mut PB1 HTS	FID counter	MEKK2wt PB1 HTS	GalR3 antagonist	SUMO HTRF inh	CRFBP-R2 block
Cc1cc(CNC(=O)COc2ccc(F)cc2)c2ccccc2n1	-1.6	100	-2	-1	-5	100	-3	0	9
CCOC(=O)N1CCC(NC(=O)CC2C(=O)NCCN2Cc2ccccc2F)CC1 (stereo unspecified)	-4.3	101	-4	2	-33	104	3	2	-13
O=C(CSc1nnc(-c2ccncc2)n1Cc1ccco1)Nc1ccccc1F	-0.1	105	7	12	-15	104	0	13	36
O=C(NNS(=O)(=O)c1ccc(F)cc1)C1CCN(Cc2cccc(F)c2)CC1	-1.4	96	6	-1	3	98	-7	-5	-17
O=C(CCNc1cccc(C(F)(F)F)c1)c1ccco1	0.4	103	13	1	-4	104	0	20	-8
COc1ccc(C(=O)NC2(C(F)(F)F)N=C3SCCN3C2=O)cc1 (stereo unspecified)	-1.6	89	7	-8	-6	93	-7	25	8
O=C(CSc1nnc(NC(=O)c2ccco2)s1)Nc1ccccc1F	0.5	106	1	3	1	104	-4	0	-5
O=C(O)/C(=C\c1ccccc1OC(F)F)c1ccc(-c2ccccc2)cc1	1.8	97	1	2	-22	96	2	29	9
Cc1ccc(C)c(NC(=S)N2CCN(c3cccc(C(F)(F)F)c3)CC2)c1	-1.3	104	-1	2	-2	104	-5	-8	14
